# MLLE-PAM2 inh – inhibitors of PABP1 MLLE–PAM2 peptide binding, primary screen, biochemical, fluorescence polarization, FITC-PAM2, GST-MLLE; Polyadenylate-binding protein 1 (Homo sapiens), P11940; inhibition, % at 20 µM; 0.36% of 360,000 active; in the data active = inhibition above about 35%, passing the limit was not always enough;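 also: plate controls were DMSO wells with GST-MLLE for no effect and wells lacking GST-MLLE protein for full effect; some results filed as inactive read as strong as hits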
# Rin1 Abl inh – inhibitors of Rin1-Abl protein binding, primary screen, biochemical, TR-FRET. Tyrosine-protein kinase ABL1 (Homo sapiens) + Ras and Rab interactor 1 (Homo sapiens), …. inhibition, % at 7.35 µM. 0.4% of 360,000 active. AID 588664, 2011; in the data active = inhibition above about 5%, passing the limit was not always enough
# CSN inh – inhibitors of CSN-mediated cullin deneddylation, primary screen, biochemical, fluorescence polarization, uHTS; COP9 signalosome complex subunit 5 (Homo sapiens), Q92905; Purified CSN, SCF-Nedd8-OG deneddylation; inhibition, % at 12.5 µM; 0.38% of 360,000 active; AID 651999, 2013;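 active = pattern-corrected inhibition above about 35%, with an unprinted fluorescence ratio check between 0.5 and 1.5, limit read from the data, passing the limit was not always enough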;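 also: 0% = enzyme with substrate and 100% = substrate without enzyme; some results filed as inactive read as strong as hits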
#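 Schedule: reaction 90 min, room temperature / Assay system: HEK293T-derived human Csn5 enzyme / Input: Csn5 at 0.24 nM final / Measure: inhibition of Csn5 cleavage, % / Control set: substrate-only high control, full reaction low control / Technique: fluorescence polarization of the substrate / Buffer or medium: Tris/NaCl/DTT buffer, pH 7.5 / Reagent: SCFSkp2-Nedd8OG substrate at 10 nM final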
# MsrA act – bovine MsrA enzyme activators, primary screen, biochemical, absorbance, HTS; Methionine sulfoxide reductase A (Bos taurus); purified bovine MsrA, absorbance read-out; activation, % at 10.6 µM; 0.3% of 360,000 active; in the data active = activation above about 7.5%;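 also: 0% = vehicle and 100% = reference activator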
# E coli Lon inh – inhibitors of E. coli Lon protease, primary screen, biochemical, fluorescence polarization. P0A9M0. purified E. coli Lon protease. inhibition, % at 7.94 µM. 0.42% of 360,000 active; in the data active = inhibition above about 13%, passing the limit was not always enough;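 also: 0% = enzyme with probe and DMSO and 100% = no enzyme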
# Rpn11 block – Rpn11 (PSMD14) deubiquitinase inhibitors, primary screen, biochemical, fluorescence polarization, uHTS | human 26S proteasome, Ub4-pepOG fluorescence polarization; 20S core pre-blocked with epoxomicin | 26S proteasome non-ATPase regulatory subunit 14 (Homo sapiens), O00487 | 0.59% of 360,000 active | calls only at 20 µM;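 active = inhibition at 20 µM, scaled to each plate's controls, above about 33%, limit read from the data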
# MT1-MMP act inh – blockers of MT1-MMP proenzyme processing, primary screen, HT1080 RFP-PRO-GFP cells, GFP/RFP fluorescence. Matrix metalloproteinase-14 (Homo sapiens), P50281. GFP/RFP ratio fluorescence, overnight; percent of plate control window, DMSO zero. GFP/RFP ratio change, % at 20 µM. 0.061% of 360,000 active;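 active = GFP/RFP ratio change of at least 30% with cell ATP level not reduced by more than half and red fluorescence within 50% of control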; also: strong numbers were not always called active
#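 Read-out: GFP/RFP fluorescence ratio; Test system: RFP-PRO-GFP reporter HT1080 cells; Compound dosing: single-point 20 µM compound, 1% DMSO; Times: overnight compound exposure at 37 °C.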
# FAS-TE inh – FAS thioesterase domain inhibitors, primary screen, biochemical, fluorescence intensity, uHTS; Fatty acid synthase (Homo sapiens), P49327; recombinant FAS-TE, OMFH fluorogenic substrate, fluorescence endpoint; inhibition, % at 15 µM; 0.67% of 360,000 active;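 active = compounds whose normalised, plate-corrected inhibition of enzyme fluorescence in the single-dose primary screen is 50% or more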;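 also: 0% = DMSO with enzyme and 100% = substrate without enzyme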
# MsrA inhibitor – bovine MsrA enzyme inhibitors, primary screen, biochemical, absorbance, HTS; Methionine sulfoxide reductase A (Bos taurus); purified bovine MsrA, absorbance read-out; inhibition, % at 15.5 µM; 0.75% of 360,000 active; AID 651718, 2012; in the data active = inhibition above about 4.5%;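 also: 0% = vehicle wells with enzyme and 100% = reference inhibitor wells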
# An asterisk follows results filed as active; i = inactive; nt = not tested or not shown; & = joins results of further samples.
SMILES,MLLE-PAM2 inh,Rin1 Abl inh,CSN inh,MsrA act,E coli Lon inh,Rpn11 block,MT1-MMP act inh,FAS-TE inh,MsrA inhibitor
COc1ccc(NC(=O)CCC(=O)c2cccs2)c(OC)c1,6.5,-0.4,-1.8,7.3,-12.3,i,1.3,-6.9,nt
Cc1c(Br)c([N+](=O)[O-])nn1CC(=O)Nc1ccccn1,1.4,-1.3,5.1,-6.3,1.0,i,-4.2,0.2,1.1
COc1ccc(NC(=O)c2ccc(S(=O)(=O)N(C)c3ccccc3)cc2)cc1S(=O)(=O)N1CCOCC1,-12.8,-1.0,2.6,-3.0,-1.8,i,-7.5,10.5,1.5
Cc1ccc(S(=O)(=O)C2(C(=O)NC3CCCCC3C)CC2)cc1 (stereo not given),3.2,1.5,4.4,-4.7,-0.6,i,1.9,-0.1,1.1
Cc1cc(=O)oc2c3c(cc(OCC(=O)N4CCC(C(=O)O)CC4)c12)OC(C)(C)CC3,0.7,-0.1,2.9,-6.4,2.7,i,8.9,-1.5,2.7
COc1ccc(CN2CCN(c3ccccc3OC)CC2)c(OC)c1,5.9,1.4,-4.4,-3.4,1.3,i,-5.0,-4.3,-0.6
O=C(NCC1CCCO1)c1ccccc1-c1nc(-c2ccccc2)no1 (stereo not given),2.3,4.2,-1.8,-10.1,-6.0,i,-3.5,-9.6,-0.7
N#Cc1ccc(C(=O)OCC(=O)NC(=O)NC2CCCCC2)cc1,4.8,3.5,-1.3,-2.5,-10.0,i,-1.1,-0.4,-0.6
CCOC(=O)N1CCN(C(=O)c2cccc(S(=O)(=O)Nc3ccc(OC)cc3)c2)CC1,15.8,-2.7,-7.4,-2.8,-5.5,i,-1.2,-4.1,-0.1
CSc1nnc(NC(=O)c2cccc(S(=O)(=O)N3CCOCC3)c2)s1,6.6,-1.6,4.6,-1.9,-7.9,i,1.8,-6.3,3.1
CC(=O)Nc1ccc(N2S(=O)(=O)c3ccccc3S2(=O)=O)cc1,6.1,-0.7,-3.1,2.1,5.6,i,2.7,-10.1,0.3
COC(=O)c1c(-c2ccccc2)csc1N1C(=O)Nc2ccccc2N1O,7.6,2.0,2.5,-12.8,-3.8,i,2.3,-10.0,2.4
Cc1ccc(S(=O)(=O)N2CCCCC2)cc1C(=O)NCCC1=CCCCC1,11.3,-1.4,-8.0,-0.9,-6.0,i,1.5,3.3,0.0
O=C1CC(c2ccccc2)Cc2nc(NCc3ccco3)ncc21 (stereo not given),-26.9,2.6,-1.0,-4.9,1.2,i,4.6,5.3,-0.7
COc1ccc(-n2cc3ccc([N+](=O)[O-])cc3n2)cc1,7.3,2.2,2.6,-1.6,2.3,i,4.7,16.4,0.1
CC(=O)c1c(C(=O)O)c2ccccc2[nH]c1=O,-8.2,1.4,-5.3,-1.8,-1.4,i,1.7,-3.5,5.1*
CSCCC(C)N1CCC(Oc2ccc(C(=O)NCc3ccccn3)cc2)CC1 (stereo not given),7.2,-0.7,2.2,-2.1,-7.5,i,-1.1,-2.1,-0.5
N#Cc1ccc(-c2ccc(OCC(=O)NCCCN3CCCC3=O)cc2)cc1,3.2,-1.9,-0.6,-2.1,-1.8,i,0.2,-1.9,-0.5
CCCN1C(=O)/C(=C/c2nc3ccccc3c(=O)[nH]2)c2cc(C)ccc21,-10.2,-3.1,-0.9,-3.1,-5.3,i,-10.9,3.2,0.8
O=C(NCc1cccnc1)c1ccc(CS(=O)(=O)c2ccc(Br)cc2)o1,13.0,-2.8,-2.5,-1.1,-5.3,i,-3.0,0.6,0.8
CN(CC(=O)Nc1ccc(Cl)c(C(F)(F)F)c1)C(=O)c1cn2ccccc2n1,-35.5,-3.3,4.5,-2.6,4.2,i,-2.8,9.1,-0.8
Cc1ccc(S(=O)(=O)N(C)CCCC(=O)Nc2cc(C)ccc2C)cc1,7.6,1.6,11.1,-4.7,-7.5,i,-3.6,2.3,0.2
C/C(=N/NC(=O)c1ccn(C)n1)c1ccncc1,-2.3,-4.6,4.2,-6.2,-0.6,i,-1.3,-7.2,1.3
CC(C)[C@H](NC(=O)[C@H](Cc1ccccc1)n1c(=O)[nH]c2ccccc2c1=O)C(=O)N[C@@H](Cc1ccccc1)C(=O)O,-5.2,2.8,0.0,-3.4,-8.1,i,0.3,0.3,-0.3
CN(C)S(=O)(=O)N(Cc1ccc(Br)cc1)c1ccccc1,-8.0,-3.7,2.7,-3.3,4.3,i,-2.3,21.1,-1.1
CC(c1ccco1)N(C(=O)COc1ccc(Cl)cc1Cl)c1ccccn1 (stereo not given),-0.9,3.2,-2.2,-0.8,3.9,i,-4.2,12.9,0.0
O=C1CCCCCN1Sc1ccccc1,32.8,-0.3,-0.9,-1.0,11.8,i,-1.3,-4.8,-0.7
O=C(Nc1csnn1)c1csnn1,-46.2,-0.5,-2.3,-1.5,-1.8,i,2.1,-1.4,0.3
Fc1ccc(CNC(=S)Nc2ccc(Cl)cc2)cc1,-33.6,2.9,-3.2,6.7,-6.2,i,6.9,8.0,1.1
CCCCN(C)CC(O)Cn1cc(/C=C/C(=O)c2cccs2)c2ccccc21 (stereo not given),-72.9,-23.7,41.2*,1.0,-202.9,nt,-76.1,-12.6,nt
Cc1ccc(-n2nc3c(=S)[nH]nc(C)c3c2C)cc1,-33.0,i,-6.9,1.1,-16.0,i,8.7,-5.2,1.8
CC(C)(C)NC(=O)C(c1ccc(F)cc1)N(C(=O)CCC(=O)Nc1ccccn1)C1CCCC1 (stereo not given),-4.3,5.3,-2.7,-0.8,6.7,i,-3.4,-2.0,0.9
COc1cc(NC(=O)CN(c2ccc(C)cc2)S(=O)(=O)c2c(C)n[nH]c2C)cc(OC)c1,0.6,1.4,4.8,-0.4,-15.8,i,4.7,0.8,-1.2
CCC(OC(=O)CN1C(=O)C(=O)c2ccccc21)C(=O)Nc1ccc(S(N)(=O)=O)cc1 (stereo not given),-12.7,-5.9,-2.1,-1.3,11.5,i,2.4,1.5,0.7
O=C(CN(c1ccccc1)S(=O)(=O)c1ccccc1[N+](=O)[O-])Nc1ccccc1C(=O)N1CCOCC1,2.0,2.3,-4.3,-2.0,-2.1,i,-2.1,-1.4,0.1
Cc1ccc(O)c(-c2cc(-c3ccccc3F)[nH]n2)c1,0.3,-0.1,2.7,0.4,0.5,i,7.8,20.1,0.7
COc1cc(Br)c(CNc2cc(C)ccc2C)cc1OC,7.6,3.6,1.6,1.1,-3.1,i,2.5,29.5,1.5
COc1cc(OC)cc(C(=O)NCCSC2CCCCC2)c1,14.8,6.8,0.7,-2.1,-10.6,i,8.7,2.7,-0.7
CN1CCN(CCC(=O)Nc2ccc(OCc3ccccc3)cc2)CC1,8.9,1.4,-0.3,2.6,-3.3,i,0.6,-6.6,-0.1
Fc1cc(Br)ccc1Nc1nc2ccccc2n2nnnc12,-21.0,-1.0,3.7,-3.9,-68.5,i,1.7,2.0,3.0

# Only Rpn11 block, MLLE-PAM2 inh and MT1-MMP act inh (three entries from above):
structure,Rpn11 block,MLLE-PAM2 inh,MT1-MMP act inh
O=C(CN(c1ccccc1)S(=O)(=O)c1ccccc1[N+](=O)[O-])Nc1ccccc1C(=O)N1CCOCC1,i,2.0,-2.1
Cc1ccc(O)c(-c2cc(-c3ccccc3F)[nH]n2)c1,i,0.3,7.8
COc1cc(Br)c(CNc2cc(C)ccc2C)cc1OC,i,7.6,2.5

# Remaining list, next part.
SMILES,MLLE-PAM2 inh,Rin1 Abl inh,CSN inh,MsrA act,E coli Lon inh,Rpn11 block,MT1-MMP act inh,FAS-TE inh,MsrA inhibitor
O=C(O)c1ccc(N2CCN(Cc3ccc4c(c3)OCO4)CC2)c([N+](=O)[O-])c1,9.7,0.1,-5.8,-1.9,-2.6,i,2.4,-5.4,1.2
CCN1C/C(=C\c2cccc([N+](=O)[O-])c2)C(=O)/C(=C/c2cccc([N+](=O)[O-])c2)C1,20.5,-1.9,5.8,-4.8,-3.0,i,-17.3,3.8,2.0
CCN(CC)c1ccc(C2C(C(=O)OCCOC)=C(C)NC3=C2C(=O)CC(C)(C)C3)cc1 (stereo not given),1.9,-3.0,3.3,0.2,5.6,i,-6.8,2.2,0.0
CN(C)S(=O)(=O)c1cccc(C(=O)Nc2ccc(Cl)cn2)c1,7.0,4.6,-0.2,-3.4,-1.5,i,15.4,-2.2,-0.6
COC(=O)Cc1csc(N)n1,17.9&4.1,1.8&0.1,0.1&2.5,-5.3&-10.3,-8.0&-6.6,i,8.3&1.6,-15.2&-2.6,1.3&-0.3
CCC(=O)NC1CCN(C(=S)NC)CC1,-40.8,-4.7,-2.8,-1.0,-2.0,i,-1.7,-4.5,-0.7
O=C1CCCCN1CCCC(=O)N1CCCC(Nc2ccc(F)c(F)c2)C1 (stereo not given),0.9,0.7,-2.9,-9.6,-10.2,i,2.0,-5.3,0.6
CCC(CC)C(=O)Nc1nnc(S(=O)(=O)N2CCCC2)s1,-17.8,-0.2,-4.6,-3.2,4.6,i,-1.2,-1.2,0.3
Cc1ccccc1CNS(=O)(=O)c1ccc2c(c1)C(C)(C)C(=O)N2C,-8.6,-2.0,2.8,-4.6,-2.6,i,0.6,-1.8,0.8
CN(C)C(=O)C[n+]1cccc(/C=N/O)c1,24.3,-1.0,-4.4,-2.6,-3.0,i,-7.6,-9.0,-1.0
O=C(c1cc(COc2ccc(F)cc2Cl)on1)N1CCN(c2cnccn2)CC1,9.3,3.2,1.9,1.2,-5.7,i,0.4,5.2,0.6
Cn1cccc1C(=O)C(=O)Nc1ccc(F)c(F)c1,1.2,-3.5,1.5,-0.3,-2.4,i,3.9,1.2,1.6
COC(=O)/C(=C\Nc1ccccc1)NC(=O)c1ccc(Cl)cc1Cl,-2.2,-0.8,-1.3,-12.5,-4.7,i,1.8,4.2,0.7
N#Cc1ccccc1Sc1ccccc1C(=O)NCC(c1ccco1)N1CCCC1 (stereo not given),-2.9,48.9*,2.1,-1.5,-13.3,i,-1.9,-3.0,0.2
CCC1(C)Cc2ccccc2-c2nc(NCCO)n(-c3ccc(C)cc3)c(=O)c21 (stereo not given),-6.2,-0.1,1.4,-1.1,2.3,i,-8.8,5.4,1.7
CCN(CC)C(=O)Oc1c(Cl)cc(Cl)c2cccnc12,-1.4,-2.6,-0.2,-2.4,-12.6,i,-7.0,8.9,2.1
O=C(Nc1ccc2c(c1)Cc1ccccc1-2)c1ccncc1,7.2,0.4,4.2,2.1,2.7,i,3.3,-4.5,0.0
CCOc1ccc(N(C(=O)c2snc(C(N)=O)c2N)C(C(=O)NCC2CCCO2)c2ccco2)cc1 (stereo not given),0.1,0.3,4.4,-8.9,7.6,i,2.1,-2.5,0.4

# Compound activity: PubChem BioAssay, several laboratories

# Hits appear at their usual frequency. About 3.7% of those tested had a hit in this group.
